# Compound activity as filed in PubChem BioAssay.
# T cruzi growth: T. cruzi intracellular proliferation inhibitors, primary screen, cell-based, beta-gal Tulahuen parasites, NIH3T3 host, luminescence; inhibition, % at 8.34 µM; AID 624255, 2012; 77,000 tested, 5.9% active; T. cruzi beta-gal in NIH3T3, GalScreen luminescence, 90 h;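 active = mean inhibition above about 93%, with at least 55% of replicates each passing it, limit read from the data, passing the limit was not always enough; inconclusive = only one of those two conditions holds; inactive = neither condition holds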
# Pf Dd2 inh: P. falciparum Dd2 growth inhibitors, primary screen, SYBR Green fluorescence, single dose replicates | AID 1159554, 2015 | 72 h; hits give low values | activity change, % at 10 µM | 94,000 tested, 2.3% active; in the data active = activity change below about -80%; inconclusive = no clear call, values can overlap the other calls
# C diff growth: C. difficile growth inhibitors, primary screen, HTS; Clostridium difficile clinical isolate growth, OD600, 24 h; hits give low values; AID 1259249, 2017; 86,000 tested, 0.25% active; growth activity, negative = inhibition, % at 16 µg/mL (by protocol);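 active = mean growth activity at or below -80% and every replicate also at or below -80%; inconclusive = mean at or below -80% but some replicate above -80%; inactive = mean growth activity above -80%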;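 also: 0% = DMSO wells and -100% = levofloxacin 16 µg/mL wells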
# KDM4C inh: inhibitors of GASC-1 (KDM4C) histone demethylase, primary screen, biochemical, single concentration HTS; Lysine-specific demethylase 4C (Homo sapiens), Q9H3R0; GST-KDM4C 2-372, H3K9me3 peptide, LANCE TR-FRET; inhibition, % at 12.5 µM; 96,000 tested, 0.15% active;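 active = mean replicate inhibition above about 25%, with at least 55% of replicates also reaching it, limit read from the data, passing the limit was not always enough; inconclusive = only one of those two conditions met; inactive = neither condition met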
# Target sequence (Q9H3R0 2-372 limits assumed): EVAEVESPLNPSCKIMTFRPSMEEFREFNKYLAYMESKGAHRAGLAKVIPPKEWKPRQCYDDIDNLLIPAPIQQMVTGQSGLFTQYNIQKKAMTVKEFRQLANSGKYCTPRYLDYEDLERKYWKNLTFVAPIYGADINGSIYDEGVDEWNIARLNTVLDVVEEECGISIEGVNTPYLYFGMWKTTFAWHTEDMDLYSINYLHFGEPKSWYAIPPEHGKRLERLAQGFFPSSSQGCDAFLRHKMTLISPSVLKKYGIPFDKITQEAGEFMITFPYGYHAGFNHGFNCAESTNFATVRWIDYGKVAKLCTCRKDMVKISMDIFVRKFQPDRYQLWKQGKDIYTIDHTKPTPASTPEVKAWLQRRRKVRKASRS
#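 Material: GST-tagged GASC-1 (JMJD2C) catalytic fragment, aa 2-372. Input: enzyme final amount 10 nM. Medium: HEPES buffer, pH 7.5, plus ascorbate. Reagent: H3K9me3 peptide substrate, Fe(II), 2-oxoglutarate. Doses: single dose. Times: reaction 30 min RT, detection step 1 h RT. Measured by: LANCE TR-FRET. Evaluation: Fall in 671/618 emission ratio as inhibition.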
# Numbers without * were called inactive; ? = inconclusive; · = no result given; & = joins results of further samples.
# Below each SMILES: T cruzi growth	Pf Dd2 inh	C diff growth	KDM4C inh
- C[C@H](CO)N1C[C@H](C)[C@H](CN(C)S(=O)(=O)c2ccc(F)cc2)Oc2c(NS(=O)(=O)c3ccccc3)cccc2C1=O
  28	-14	58	0.5
- Cc1noc(C)c1S(=O)(=O)Nc1ccc2c(c1)C(=O)N([C@H](C)CO)C[C@H](C)[C@H](CN(C)Cc1ccc(Cl)c(Cl)c1)O2
  72	31	3	-0.5
- CO[C@H]1CN(C)C(=O)c2cc(NC(C)=O)ccc2OC[C@H](C)N(C(=O)c2ccncc2)C[C@@H]1C
  -2	13	1	1.6
- C[C@@H]1CCCCO[C@H](CN(C)S(=O)(=O)c2ccccc2)[C@@H](C)CN([C@H](C)CO)C(=O)c2cc(NC(=O)Nc3ccc(C(F)(F)F)cc3)ccc2O1
  115*	-75	2	0.2
- COc1ccc(CN(C)C[C@H]2OCCCC[C@@H](C)Oc3ccc(NC(=O)Nc4ccc5c(c4)OCO5)cc3C(=O)N([C@@H](C)CO)C[C@@H]2C)cc1
  94	-57	·	1.9
- C[C@@H]1CCCCO[C@@H](CN(C)Cc2ccc3c(c2)OCO3)[C@H](C)CN([C@H](C)CO)C(=O)c2cc(NS(=O)(=O)c3cn(C)cn3)ccc2O1
  -4	-45	·	-1.7
- O=C(NC[C@@H]1[C@H](c2ccccc2)[C@H](CO)N1CC1CCCC1)c1cccnc1
  16	-5	11	-1.7
- C[C@@H]1CN([C@@H](C)CO)C(=O)Cc2cc(NC(=O)CCC(F)(F)F)ccc2O[C@H]1CN(C)Cc1ccc(C(F)(F)F)cc1
  ·	-29	6	-0.6
- O=C(C[C@@H]1CC[C@@H]2[C@H](COC[C@@H](O)CN2C(=O)c2ccccc2F)O1)N1CCN(c2ccccc2)CC1
  12	-8	-1	2.5
- C[C@@H]1CCCCO[C@@H](CN(C)S(C)(=O)=O)[C@@H](C)CN([C@@H](C)CO)C(=O)c2cc(NS(=O)(=O)c3ccccc3)ccc2O1
  -18	4	7	0.4
- CCC(=O)Nc1ccc2c(c1)C(=O)N(C)C[C@H](OC)[C@@H](C)CN(C(=O)c1ccc(F)cc1)[C@@H](C)CO2
  11	13	·	-1.0
- C[C@H]1CN([C@@H](C)CO)S(=O)(=O)c2ccc(-c3cccc(C(=O)N(C)C)c3)cc2O[C@@H]1CN(C)C(=O)Nc1ccccc1
  67	4	18	-3.3
- C[C@H]1CN([C@@H](C)CO)C(=O)c2cc(-c3ccc(F)cc3)cnc2O[C@@H]1CN(C)CC1CCCCC1
  81	-64	5	0.5
- O=C(C[C@@H]1CC[C@H]2[C@@H](COC[C@@H](O)CN2C(=O)c2ccccc2)O1)N1CCc2ccccc2C1
  21	-1	1	6.4
- Cn1cnc(CCNC(=O)C[C@@H]2CC[C@@H]3[C@H](COC[C@@H](O)CN3C(=O)C3CC3)O2)c1
  9	1	-1	-1.2
- CN1C(=O)c2cc(NS(=O)(=O)c3ccc(Cl)cc3)ccc2OC[C@H]2O[C@H](CC(=O)N3CCc4ccccc4C3)CC[C@H]21
  69	3	4	1.1
- CCCN(C)C[C@@H]1OCCCC[C@@H](C)Oc2ccc(NC(=O)C3CCCCC3)cc2C(=O)N([C@H](C)CO)C[C@@H]1C
  52	-70	-8	-1.4
- C[C@@H]1CCCCO[C@H](CN(C)C(=O)Nc2ccc(F)cc2)[C@H](C)CN([C@@H](C)CO)C(=O)c2cc(NC(=O)C3CCCCC3)ccc2O1
  ?	-75	6	-0.3
- COc1ccc(NC(=O)Nc2cccc3c2O[C@H](CN(C)CC2CCCCC2)[C@@H](C)CN([C@H](C)CO)C3=O)cc1
  55	-3	4	0.8
- COc1cccc(-c2ccc3c(c2)O[C@@H](CN(C)Cc2ccncc2)[C@H](C)CN([C@H](C)CO)S3(=O)=O)c1
  ·	-45	3	-0.4
- CN1C(=O)c2cc(NC(=O)Cc3cccs3)ccc2OC[C@H]2O[C@@H](CC(=O)N[C@@H]3CCN(Cc4ccccc4)C3)CC[C@H]21
  90	·	-6	3.4
- COC(=O)C[C@H]1C[C@H]2c3cc(NC(=O)NC4CCCC4)ccc3O[C@H]2[C@H](CO)O1
  -16	18	·	1.2
- C[C@H](CO)N1C[C@H](C)[C@H](CN(C)C(=O)Nc2ccccc2)Oc2ncc(C#CC(C)(C)O)cc2C1=O
  -12	21	-2	0.6
- CCCNC(=O)N1C[C@H](C)[C@H](OC)CN(C)C(=O)c2ccc(NC(C)=O)cc2OC[C@@H]1C
  -19	-10	·	0.3
- C[C@@H]1CN([C@@H](C)CO)C(=O)c2cc(NC(=O)C3CCCCC3)ccc2O[C@H]1CN(C)Cc1ccncc1
  32	15	-1	-1.0
- C[C@@H]1CN([C@H](C)CO)S(=O)(=O)c2ccc(C#Cc3ccccc3F)cc2O[C@H]1CN(C)CC1CCOCC1
  ·	-15	0	-0.3
- COC(=O)C[C@H]1C[C@H]2c3cc(NC(=O)Nc4ccccc4)ccc3O[C@H]2[C@H](CO)O1
  11	26	0	-1.2
- CC(C)NC(=O)Nc1cccc2c1O[C@H](CN(C)Cc1ccccc1)[C@@H](C)CN([C@H](C)CO)C2=O
  52	-14	-1	0.8
- C[C@H](CO)N1C[C@H](C)[C@H](CN(C)Cc2ccc(C(F)(F)F)cc2)Oc2ccc(NC(=O)c3ccncc3)cc2CC1=O
  66	6	3	0.2
- CN1C(=O)c2cc(NS(C)(=O)=O)ccc2OC[C@H]2O[C@H](CC(=O)NC3CCCCC3)CC[C@H]21
  -19	·	10	-1.1
- CO[C@@H]1CN(C)C(=O)c2ccc(NS(=O)(=O)CC(F)(F)F)cc2OC[C@H](C)N(C(=O)NC(C)C)C[C@H]1C
  35	·	·	-0.8
- Cc1noc(C)c1NC(=O)Nc1ccc2c(c1)C(=O)N([C@@H](C)CO)C[C@@H](C)[C@@H](CN(C)S(=O)(=O)c1c(C)noc1C)OCCCC[C@@H](C)O2
  52	-2	-7	0.2
- CO[C@H]1CN(C)C(=O)c2ccc(NS(=O)(=O)c3cn(C)cn3)cc2OC[C@@H](C)N(C)C[C@@H]1C
  -22	-15	·	0.2
- COc1cccc(S(=O)(=O)N(C)C[C@H]2Oc3ncc(-c4cccc(C(=O)N(C)C)c4)cc3C(=O)N([C@H](C)CO)C[C@@H]2C)c1
  14	-84*	-7	-0.4
- COc1ccc(CN(C)C[C@H]2OCCCC[C@@H](C)Oc3ccc(NS(=O)(=O)c4ccccc4)cc3C(=O)N([C@@H](C)CO)C[C@H]2C)cc1
  -80	-33	-8	0.9
- CCCNC(=O)N1CC2(C1)CN(C(=O)c1cccnc1)[C@@H](CO)c1[nH]c3cc(OC)ccc3c12
  ·	49	5	-1.0
- C[C@@H]1CN([C@@H](C)CO)C(=O)c2cccc(NC(=O)c3ccc(-c4nccs4)cc3)c2O[C@@H]1CN(C)Cc1ccccc1
  71	-21	-6	-1.7
- O=C(C[C@@H]1C[C@H]2c3cc(NC(=O)Nc4ccc(C(F)(F)F)cc4)ccc3O[C@H]2[C@H](CO)O1)NCc1cc(F)ccc1F
  73	-76	31	-0.6
- O=C(C[C@@H]1CC[C@H](NC(=O)Cc2ccccn2)[C@H](CO)O1)NCCc1ccccc1
  ·	·	0	0.6
- O=C(C[C@H]1C[C@H]2c3cc(NC(=O)Nc4ccc(C(F)(F)F)cc4)ccc3O[C@H]2[C@H](CO)O1)NC1CCCCC1
  ·	-2	1	-0.2
- Cc1ccc(S(=O)(=O)N[C@@H]2CC[C@H](CCNC(=O)c3ccccc3F)O[C@H]2CO)cc1
  21	-16	·	-0.1
- COc1ccc2c3c([nH]c2c1)[C@@H](CO)N(Cc1nccs1)CC31CN(Cc2ccncc2)C1
  ·	-35	10	0.7
- COCC#Cc1ccc([C@@H]2[C@H](CO)N3C(=O)CN(C(=O)CN4CCOCC4)C[C@@H]23)cc1
  ·	51	0	2.4
- CC(C)CC#Cc1ccc2c(c1)O[C@H](CN(C)C(=O)Cc1ccccn1)[C@H](C)CN([C@@H](C)CO)S2(=O)=O
  33	-36	-9	1.4
- O=C(N[C@H]1CC[C@@H](CCn2cc(-c3ccccc3)nn2)O[C@H]1CO)c1ccccc1F
  15	-21	-2	-0.6
- O=C(C[C@@H]1C=C[C@H](NS(=O)(=O)c2ccc(F)cc2)[C@H](CO)O1)NCc1ccc(Cl)c(Cl)c1
  45	-3	-12	2.6
- O=C(NCC[C@H]1CC[C@H](NC(=O)C2CC2)[C@H](CO)O1)Nc1ccc(Cl)cc1
  ·	·	2	-0.6
- COc1ccc(C[C@@H]2CCn3cc(nn3)COC[C@@H](CC(C)C)NC2=O)cc1
  ·	·	3	1.5
- CCCNC(=O)Nc1ccc2c(c1)OC[C@H](C)N(Cc1ccccc1)C[C@H](C)[C@@H](OC)CN(C)C2=O
  ·	-35	-19	0.7
- COc1ccc(S(=O)(=O)N(C)C[C@H]2Oc3ccc(NC(=O)CCCN(C)C)cc3C(=O)N([C@H](C)CO)C[C@@H]2C)cc1
  ·	-7	-2	-1.4
- N#C[C@H]1[C@H](c2ccc(C#Cc3ccc(F)cc3)cc2)[C@H](CO)N1C(=O)Cc1ccncc1
  ?	-73	-14	-4.9
- COc1cccc(NC(=O)N(C)C[C@H]2OCc3ccccc3-c3c(n(C)c4ccccc34)C(=O)N([C@H](C)CO)C[C@@H]2C)c1
  -133	2	-11	-1.8
- COCCNC(=O)[C@@H]1[C@@H](CO)[C@@H]2Cn3c(ccc(-c4ccccc4OC)c3=O)[C@@H]2N1C(=O)C1CCC1
  ·	45	2	-0.8
- CCN1[C@H](C(=O)OC)[C@@H](CO)[C@@H]2Cn3c(ccc(-c4cccc(F)c4)c3=O)[C@@H]21
  ·	-7	2	5.7
- C[C@@H]1CN([C@H](C)CO)C(=O)Cc2cc(NC(=O)NC3CCCCC3)ccc2O[C@H]1CN(C)Cc1ccncc1
  28	5	-2	0.4
- Cc1noc(C)c1NC(=O)N(C)C[C@H]1Oc2c(NC(=O)C3CCOCC3)cccc2C(=O)N([C@H](C)CO)C[C@H]1C
  -134	-3	2	0.4
- C[C@H](CO)N1C[C@H](C)[C@@H](CN(C)C(=O)Nc2ccccc2C(F)(F)F)OCc2cnnn2CCCC1=O
  2&-11	-41&-10	1	-0.4
- O=C(c1ccc(F)cc1)N1C[C@H]2[C@@H](c3ccccc31)[C@H](CO)N2Cc1ccc2c(c1)OCO2
  -1	-11	8	-1.0
- C[C@H]1CN([C@@H](C)CO)C(=O)c2cc(NC(=O)CCN3CCOCC3)ccc2O[C@@H]1CN(C)S(=O)(=O)c1ccc(Cl)cc1
  62	-50	-5	-1.2
- COc1cccc(-c2cnc3c(c2)C(=O)N([C@H](C)CO)C[C@H](C)[C@H](CN(C)S(=O)(=O)c2cccc(F)c2)O3)c1
  62	-22	·	-2.4

# (further entries)
# Below each SMILES: T cruzi growth	Pf Dd2 inh	C diff growth	KDM4C inh
- Cc1noc(C)c1NC(=O)NCC[C@@H]1CC[C@@H](NC(=O)c2ccc(F)cc2)[C@H](CO)O1
  -12	24	·	1.8
- Cc1noc(C)c1C(=O)N(C)C[C@@H]1OCc2ccccc2-c2ccccc2C(=O)N([C@H](C)CO)C[C@@H]1C
  37	-7	-2	-0.2
- C[C@H](CO)N1C[C@H](C)[C@H](CN(C)Cc2ccc(C(=O)O)cc2)OCCCC[C@H](C)Oc2ccc(NC(=O)Cc3ccccc3)cc2C1=O
  26	2	-4	3.6
- O=C(CN1CCOCC1)NCC[C@@H]1CC[C@@H](NC(=O)Nc2ccccc2)[C@H](CO)O1
  20	-11	1	4.1
- CC(=O)N1CC(=O)N2[C@H](C1)[C@@H](c1ccc(C#Cc3cccnc3)cc1)[C@@H]2CO
  ·	23	0	-0.1
- C[C@@H]1CN([C@H](C)CO)C(=O)c2cc(-c3cccnc3)cnc2O[C@@H]1CN(C)C(=O)Nc1ccc(F)cc1
  4	16	-1	3.5
- C[C@@H]1CN([C@@H](C)CO)C(=O)c2cc(C#CCN(C)C)cnc2O[C@H]1CN(C)Cc1ccc(F)cc1
  48	-21	0	4.1

# Record cards, as listed above. Order of values: T cruzi growth	Pf Dd2 inh	C diff growth	KDM4C inh
# Listed for `O=C(CN1CCOCC1)NCC[C@@H]1CC[C@@H](NC(=O)Nc2ccccc2)[C@H](CO)O1` → 20	-11	1	4.1
# Listed for `C[C@@H]1CN([C@H](C)CO)C(=O)c2cc(-c3cccnc3)cnc2O[C@@H]1CN(C)C(=O)Nc1ccc(F)cc1` → 4	16	-1	3.5
